# Source: PubChem
# S1P2 agonist: S1P2 (human) receptor agonism; S1P2-expressing cell line, agonist reporter read-out; activation, % at 4.5 µM; 0.46% of 97,000 active; O95136; in the data active = activation above about 16%;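 also: 0% = vehicle low control and 100% = maximal reference agonist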
# Target sequence (O95136 whole entry, looked up): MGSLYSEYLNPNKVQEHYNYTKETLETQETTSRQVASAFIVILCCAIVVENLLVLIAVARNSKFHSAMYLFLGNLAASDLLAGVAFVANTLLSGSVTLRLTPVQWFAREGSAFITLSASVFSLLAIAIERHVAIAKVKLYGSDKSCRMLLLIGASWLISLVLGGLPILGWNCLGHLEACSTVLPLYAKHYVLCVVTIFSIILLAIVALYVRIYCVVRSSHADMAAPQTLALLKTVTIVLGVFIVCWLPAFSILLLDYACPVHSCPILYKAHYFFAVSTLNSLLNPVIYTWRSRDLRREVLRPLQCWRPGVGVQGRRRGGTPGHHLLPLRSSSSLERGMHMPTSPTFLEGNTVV
# hDAT+cocaine: human DAT dopamine uptake with cocaine, either direction; AID 449768; Q01959; 1.3% of 110,000 active; LLC-PK1 hDAT cells, [14C]-dopamine uptake with cocaine IC80; actives deviate in either direction; B-score at 10 µM;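 active = Z score or B-score, a plate-position-corrected score, falls beyond the plate's 99.7% confidence bounds, in either direction; inactive = both scores lie inside the 99.7% bounds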;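 also: scored against the spread of the other compound wells on the same plate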
# Target sequence (Q01959 whole entry, looked up): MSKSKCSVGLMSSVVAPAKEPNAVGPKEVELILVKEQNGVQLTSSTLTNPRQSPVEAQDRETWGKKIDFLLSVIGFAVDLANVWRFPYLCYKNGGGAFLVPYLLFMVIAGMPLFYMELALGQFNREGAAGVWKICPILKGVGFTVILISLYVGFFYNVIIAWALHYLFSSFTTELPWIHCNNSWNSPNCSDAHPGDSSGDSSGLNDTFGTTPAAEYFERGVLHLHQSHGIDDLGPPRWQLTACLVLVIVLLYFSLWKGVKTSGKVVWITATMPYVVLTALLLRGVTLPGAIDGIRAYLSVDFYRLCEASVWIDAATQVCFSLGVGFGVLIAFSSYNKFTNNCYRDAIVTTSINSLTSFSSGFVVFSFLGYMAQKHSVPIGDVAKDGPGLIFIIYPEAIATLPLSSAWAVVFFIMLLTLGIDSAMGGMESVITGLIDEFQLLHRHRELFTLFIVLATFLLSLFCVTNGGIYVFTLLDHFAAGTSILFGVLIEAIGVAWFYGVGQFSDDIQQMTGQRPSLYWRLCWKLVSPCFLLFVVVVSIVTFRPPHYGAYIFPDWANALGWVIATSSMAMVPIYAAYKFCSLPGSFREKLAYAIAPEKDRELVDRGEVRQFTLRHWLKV
# S1P2 antag: S1P2 (human) receptor antagonism; inhibition, % at 5 µM; cell-based S1P2 antagonist assay, inhibition at 5 uM; 0.21% of 97,000 active; O95136; in the data active = inhibition above about 45%;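 also: CRE beta-lactamase reporter cells expressing human S1P2 stimulated with S1P; 0% = agonist at EC80 alone and 100% = agonist plus reference antagonist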
# Lung fibro prol: blocks proliferation of human lung fibroblasts; viability, % at 10 µM; LL 47 human lung fibroblast viability, ATP luminescence; active compounds read low; AID 719; 1.1% of 85,000 active;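 active = viability at or below 50% in the single dose screen; inactive = viability above 50%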;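 also: compound exposure lasted 72 h before the ATP readout; 100% = median luminescence of untreated cell-only wells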
#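 material = human LL 47 lung fibroblast cells | dosing = compounds added from tenfold dosing solution, 0.1% DMSO final | timing = overnight cell rest, 72 h compound treatment at 37 °C | measured by = CellTiter-Glo luminescence measuring cellular ATP | evaluation = % viability versus median cells-only luminescence | control set = cell-only wells, no compound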
# Ecoli WT expand: growth inhibitors of E. coli BW25113 wild type; OD600 absorbance; growth inhibition, % at 100 µM; 0.15% of 98,000 active;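 active = growth inhibition above about 50% at one test dose, limit read from the data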;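 also: growth measured after 20 h incubation at 37 °C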
# H69AR growth 86K: growth inhibitors of human H69AR lung tumor cells. H69AR lung tumor viability, ATP luminescence, 72 h; active compounds read low. viability, % at 10 µM. 6% of 85,000 active;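 active = viability at or below 40%; inactive = viability above 40%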;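 also: multidrug resistant small cell line overexpressing MRP-1 efflux transporter; 100% = mean luminescence of untreated control wells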
# HUVEC prolif 384: blocks proliferation of human endothelial cells; AID 648; viability, % at 10 µM (by protocol); 1.1% of 86,000 active; HUVEC proliferation, CellTiter-Glo luminescence, 72 h; active compounds read low;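 active = viability at or below 30%; inactive = viability above 30%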;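 also: 100% = median luminescence of DMSO-only cell control wells on each plate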
# PostGolgi ctrl: inhibits growth of the yeast control strain | efflux-deficient yeast background strain, growth absorbance A615, 16 h | inhibition, % at 10 µM | 5% of 98,000 active
# PostGolgi yeast: growth inhibition of a yeast mutant, post-Golgi transport screen. 0.9% of 98,000 active. inhibition, % at 10 µM. post-Golgi transport phenotypic cell assay;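 also: yeast cells grown in 1536-well plates; yeast grown about 18 h at 30C before absorbance read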
# * hit, by the source's call; nt = no result given. Rule as the data show it, unless noted: active = inhibition above about 30%; inactive = the rest.
SMILES,S1P2 agonist,hDAT+cocaine,S1P2 antag,Lung fibro prol,Ecoli WT expand,H69AR growth 86K,HUVEC prolif 384,PostGolgi ctrl,PostGolgi yeast
COc1ccc(CCNC(=O)C2CCN(C(=O)NC3CCCCC3)CC2)cc1,-7,-1.1,-4,98,nt,82,99,nt,nt
O=C(NCc1ccc(OC(F)(F)F)cc1)C12CN(Cc3ccccc3)CC1C(c1cccc([N+](=O)[O-])c1)=NO2 (configuration not stated),-7,0.38,-14,nt,-3,nt,nt,6,-8
COc1ccc(NC(=O)NC2CCN(C(C)C)CC2)c(OC)c1,0,-1.2,-36,107,-5,104,100,9,-4
CCn1c(O)c(C=NCCN2CCOCC2)sc1=S,-11,-1.3,-3,102,-1,95,100,-4,-1
O=C(N/N=C/c1cccnc1)c1ccc([N+](=O)[O-])cc1,-4,0.011,18,nt,2,nt,nt,1,7
Cn1c(=O)c(-[n+]2ccccc2)c([O-])c2ccccc21,-4,0.3,-8,102,0,100,86,25,2
COCCn1c(SCC(=O)N(C(C)C)C(C)C)nnc1-c1cc2ccccc2cc1O,-2,1.1,-2,105,0,99,103,-1,-6
O=C1CCC2(C(=O)O)Sc3ccccc3N12 (configuration not stated),-4,1.5,-13,nt,3,nt,nt,3,4
Cc1ccc(S(=O)(=O)N(CC(O)CN2C(=O)NC(C)(C)C2=O)c2ccccc2)cc1 (configuration not stated),-7,0.38,2,101,4,96,108,1,-3
Cc1cccc(S(=O)(=O)C(C#N)c2nc3ccccc3nc2N2CC(C)OC(C)C2)c1 (configuration not stated),-6,-1.3,17,85,-4,70,74,11,1
Cc1ccc(OCC(=O)N/N=C/c2cccn2C)cc1,-8,0.99,17,105,-2,103,97,-1,3
Cc1ccc(NC(=O)c2ccc(NCC3CCCO3)c([N+](=O)[O-])c2)cc1Cl (configuration not stated),0,0.23,19,nt,-5,nt,nt,-6,-6
CC(NC(=O)c1ccccc1F)C(=O)O (configuration not stated),-7,0.36,17,102,-4,89,92,11,-8
COc1cc(S(=O)(=O)NCC2CCCO2)ccc1Br (configuration not stated),-2,-0.049,-17,104,0,96,99,12,-4
CSc1nc2nc3c(c(=O)n2[nH]1)CN(Cc1ccccc1)CC3,-1,2.2,-1,94,0,82,75,1,-4
CCOc1ccc(OCC)c(NC(=O)CN(C)S(=O)(=O)c2cnc[nH]2)c1,-3,0.047,14,100,3,91,90,-3,-2
CCOc1ccccc1N1CCN(Cc2ccco2)CC1,0,-1.2,12,97,-4,89,93,3,-8
COc1cccc(N(C(=O)Cn2nnc(-c3cccs3)n2)C(C(=O)NC(C)C)c2ccc(C)o2)c1 (configuration not stated),-7,0.063,33,91,-3,88,52,1,2
Cc1ccc2cc(CN(Cc3ccco3)S(=O)(=O)c3c(C)ccc4nsnc34)c(=O)[nH]c2c1,-1,-0.11,21,93,-4,58,76,13,4
COc1cccc(-n2c(SCC(=O)N3CCCC3)nc3c([nH]c4ccccc43)c2=O)c1,-1,nt,18,98,nt,43,85,nt,nt
COc1ccccc1NCCC#N,-1,-0.7,-10,107,5,93,96,26,4
CCC(C)c1ccccc1NC(=O)c1cccnc1 (configuration not stated),-3,-1.7,-5,111,0,92,94,52*,-7
Cc1onc(-c2ccccc2Cl)c1C(=O)NCc1nc(-c2ccccc2)no1,-4,0.5,-11,103,-8,98,101,13,12
CC1=CC(C)(C)NC(=S)N1c1ccc(C)cc1,-4,0.086,-10,99,nt,105,104,nt,nt
CC1CCN(C(=O)Cc2nn(C)c(=O)c3ccccc23)CC1,-7,-0.5,9,103,-3,89,96,-1,-10
COc1ccc(/C(C)=C2\SC(=S)N(CCC(=O)O)C2=O)cc1,2,0.15,9,102,-2,101,91,13,-3
C=CCn1c(=N)c(C(=O)OCC)cc2c(=O)n3cccc(C)c3nc21,-8,0.84,19,98,nt,92,95,nt,nt
Cc1cc(C(=O)Nc2cccc(C(=O)O)c2)oc1C,nt,0.086,nt,96,-15,92,93,6,4
CC(NC(=O)c1ccncc1)C(c1cccs1)N1CCOCC1 (configuration not stated),-6,-0.1,6,96,nt,94,93,nt,nt
CCOc1ccccc1NC1c2ccccc2C(=O)N1c1cccnc1 (configuration not stated),-6,-0.22,12,100,-3,91,93,10,4

# 4 entries from above, set out differently:
# Results follow in this order: S1P2 agonist | hDAT+cocaine | S1P2 antag | Lung fibro prol | Ecoli WT expand | H69AR growth 86K | HUVEC prolif 384 | PostGolgi ctrl | PostGolgi yeast
- CC1CCN(C(=O)Cc2nn(C)c(=O)c3ccccc23)CC1
  -7 | -0.5 | 9 | 103 | -3 | 89 | 96 | -1 | -10
- COc1ccc(/C(C)=C2\SC(=S)N(CCC(=O)O)C2=O)cc1
  2 | 0.15 | 9 | 102 | -2 | 101 | 91 | 13 | -3
- C=CCn1c(=N)c(C(=O)OCC)cc2c(=O)n3cccc(C)c3nc21
  -8 | 0.84 | 19 | 98 | nt | 92 | 95 | nt | nt
- Cc1cc(C(=O)Nc2cccc(C(=O)O)c2)oc1C
  nt | 0.086 | nt | 96 | -15 | 92 | 93 | 6 | 4

# Other records follow:
SMILES,S1P2 agonist,hDAT+cocaine,S1P2 antag,Lung fibro prol,Ecoli WT expand,H69AR growth 86K,HUVEC prolif 384,PostGolgi ctrl,PostGolgi yeast
CCOC(=O)N1CCC(NC(=O)CN2C(=O)CSc3nc(C)cc(C)c32)CC1,-3,nt,2,107,1,98,112,7,-2
COc1ccc(C(=O)c2cnc(C(C)C)n2C)cc1,-5,0.79,7,102,-13,100,120,5,-1
COc1ccc(C(C)C)cc1S(=O)(=O)NCc1ccccn1,-7,0.77,-24,113,-7,90,95,1,-2
COc1ccc(-c2nc(SCc3ccccc3)n(S(C)(=O)=O)n2)cc1,-4,-0.99,9,109,-16,94,112,7,-7
O=C(O)CNC(=O)c1ccc(S(=O)(=O)N2CCOCC2)cc1,-7,0.0072,-2,105,1,96,111,-8,-2
CSc1cccc(NC(=O)CN(C2CCCCC2)S(C)(=O)=O)c1,-2,0.15,-11,94,5,83,99,25,-28
CC(C)(C)C1=Nn2c(nnc2-c2ccccn2)SC1,-5,-0.65,19,101,-1,90,99,9,1
Cc1cc(C)c(Cn2cnc(-c3ccc([N+](=O)[O-])cc3)c2)c(C)c1,-2,0.28,-24,nt,-4,nt,nt,33*,-7
CCCCc1cc(=O)oc2cc(OCC(=O)N3CCc4ccccc43)ccc12,-4,0.009,-8,104,-17,29*,55,7,-9
O=c1nc(-c2ccccc2)c2cc(Cl)ccc2[nH]1,0,0.013,10,104,4,76,100,-1,-2
O=C(C1CCCO1)N1CCN(S(=O)(=O)c2ccccc2)CC1 (configuration not stated),-1,-0.037,-10,99,-6,108,92,36*,-16
CC(NC(=O)c1ccco1)C(c1cccs1)N1CCN(c2ccc(F)cc2)CC1 (configuration not stated),-6,-0.015,14,97,nt,88,111,nt,nt
Cc1[nH]nc2c1C(c1ccc(OC(=O)c3ccco3)cc1)C(C#N)=C(N)O2 (configuration not stated),-7,-0.83,-13,101,-2,92,77,-2,-4
CN1C=C(C(F)(F)F)C=C/C1=C(\C#N)c1nnc2n1CCCCC2,-3,-0.26,7,98,2,96,91,0,-5
COc1ccc(CCNc2nc(C)nc3c2oc2ccccc23)cc1OC,-5,2.2,-15,102,-6,77,76,1,0
CCn1cc(C(=O)O)c(=O)c2cc(Br)ccc21,-6,0.46,3,100,19,99,88,14,6
O=C(O)C1(NS(=O)(=O)c2ccc(Cl)cc2)CCCCC1,-1,-0.57,-19,95,1,98,86,-3,4
CCc1c(C)nc(Nc2nc(C)c3ccc(OC)cc3n2)[nH]c1=O,5,1.7,-27,84,-12,42,63,14,5
O=c1oc2c(CN3CCCCC3)c(O)ccc2c2c1CCCCC2,nt,nt,nt,102,2,88,96,-6,-5
COc1c(F)c(F)c(C(=O)Nc2ccc(NC(=O)c3ccco3)cc2)c(F)c1F,-4,0.018,-6,104,0,56,76,13,-5
CCc1cccc(C)c1NC(=O)CSc1nc2ccc(N3C(=O)c4ccccc4C3=O)cc2s1,-6,nt,20,nt,-1,nt,nt,0,0
CN(C)c1cccc(-c2nnc(SCCCC#N)o2)c1,0,-0.5,2,99,6,84,100,21,-3
Cc1ccc(C2CC(C(F)(F)F)n3ncc(C(=O)NCc4ccco4)c3N2)cc1 (configuration not stated),-1,2,4,95,-2,81,87,17,-9
O=C(NCc1ccccn1)c1cc(-n2cnnc2)ccc1Cl,-2,0.12,1,95,8,91,89,-2,0
CCOC(=O)c1c(C(C)(C)C)oc2ccc(OCC#N)cc12,2,-0.74,-17,89,11,61,80,10,-11
C=CCOc1c2ccc(C(=O)NCc3ccc(C)cc3)cc2nn1C,-4,1,-16,nt,-6,nt,nt,-1,4
CCC(C)(C)NC(=O)C(c1ccncc1)N(Cc1cccs1)C(=O)Cn1nnc2ccccc21 (configuration not stated),nt,0.25,nt,105,-1,90,87,-3,-6
CCOC(=O)Cc1cnc(NC(=O)c2ccccc2)s1,-5,0.033,-2,106,-4,93,94,-5,-1
Cc1cc(NC(=O)CCC(=O)N(c2ccccc2)C2(C(=O)NC3CCCCC3)CCCC2)no1,-7,-0.2,-1,92,3,90,88,1,-2
Cc1ccc(CNc2ncnc3cc(Cl)ccc23)o1,-8,0.037,9,92,1,80,94,17,-1
C=CCOc1cccc(C2c3c(oc4ccc(F)cc4c3=O)C(=O)N2CCCN2CCOCC2)c1 (configuration not stated),nt,1.7,nt,97,nt,65,92,nt,nt
COc1ccc(NC(=O)CSc2nnc(-c3ccccc3C)n2N)cc1,-7,0.044,18,103,0,89,92,0,3
CCn1c(=NC(=O)c2ccc(N3C(=O)CCC3=O)cc2)sc2c(OC)ccc(OC)c21,-2,-2,-25,97,-4,64,82,16,37*
O=C(Nc1ccc(NC(=O)C2CC2)nc1)c1ccncc1,-2,0.015,4,99,10,83,95,6,8
CC1(C(=O)NC2CCCC2)CCC(=O)N1Cc1cccs1 (configuration not stated),-3,-0.75,0,103,2,88,104,18,-3
O=c1oc(-c2cccc(Cl)c2)nc2c1cnn2-c1ccccc1,-3,-0.63,-5,100,-6,91,81,1,4
COc1ccc(-c2csc(N3CCN(C(=O)c4ccccc4)CC3)n2)cc1,1,-0.66,-1,104,nt,97,90,nt,nt
CCOc1ccc(C(=O)Nc2ccccc2-c2ccccc2)cc1Cl,-4,0.0081,-3,nt,-5,nt,nt,0,-2
O=C1C=C(c2cccs2)CC(c2cccs2)C1n1cnc([N+](=O)[O-])c1 (configuration not stated),-7,-1.2,0,98,-3,57,104,10,-1
COc1ccc(N=C2CCCN2CC(N)=O)cc1,-3,-0.3,2,nt,2,nt,nt,9,-3
CC(=O)c1c(C)cc(C)c(CSc2nc(C)cc(=O)[nH]2)c1C,nt,1.1,nt,100,nt,94,111,nt,nt
Cc1ccc2cc(S(=O)(=O)NCCC(=O)O)ccc2c1,-3,0.4,-1,103,-21,113,105,15,-6
CN(C)c1ncc(S(=O)(=O)c2ccccc2)c(-c2ccccc2Cl)n1,-5,-0.033,-1,nt,-4,nt,nt,11,-3
O=S(=O)(Nc1nc2ccccc2s1)c1ccc(Br)s1,-3,-3.9*,-6,90,11,87,71,33*,-1
CN(c1ccc(C(=O)NCCSCc2ccco2)cc1)S(C)(=O)=O,-3,-0.065,-6,99,7,89,101,-2,7
O=C(CNC(=O)Cn1ccc2ccccc2c1=O)NCCCN1CCCCCC1,nt,0.61,nt,99,5,92,98,12,-4
CCOc1ccc(-n2nc3ccc(NC(=O)c4ccc5c(c4)OCCO5)cc3n2)cc1,-4,-0.18,-10,28*,nt,13*,41,nt,nt
Cc1nc(NC(=O)c2cccc(Cl)c2)sc1-c1csc(Nc2cccc(Cl)c2)n1,-11,-0.18,-17,nt,-10,nt,nt,11,2
COC(=O)C1=C(C)N(Cc2ccc(OC)c(OC)c2)C(=O)C1,-4,1.1,18,nt,-3,nt,nt,2,6

# Compounds above that have a tert-butyl group (two):
SMILES,S1P2 agonist,hDAT+cocaine,S1P2 antag,Lung fibro prol,Ecoli WT expand,H69AR growth 86K,HUVEC prolif 384,PostGolgi ctrl,PostGolgi yeast
CC(C)(C)C1=Nn2c(nnc2-c2ccccn2)SC1,-5,-0.65,19,101,-1,90,99,9,1
CCOC(=O)c1c(C(C)(C)C)oc2ccc(OCC#N)cc12,2,-0.74,-17,89,11,61,80,10,-11
